# High-throughput results as filed in PubChem BioAssay.
# LYP inhibition: PTPN22 lymphoid phosphatase activity blockers – biochemical, fluorescence intensity, uHTS (AID 1779). inhibition, % at 11.5 µM, or IC50 in µM where a hit was titrated. 0.054% of 290,000 active. recombinant LYP phosphatase, fluorescence intensity; higher % means a stronger effect; in the data active = inhibition above about 50%;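 note: plate controls were vehicle with enzyme for no effect and no enzyme for full effect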
# ER stress rescue: rescue of cells from ER stress-induced death, primary screen, 384-well, CSM14.1, thapsigargin, ATP luminescence (AID 1222); one-dose cellular ATP content (survival), % at 20 µM; EC50 in µM for titrated hits; CSM14.1 thapsigargin-induced death rescue, ATP luminescence; higher % means a stronger effect; 190,000 tested, under 10 active;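 active = EC50 below 50 µM in the dose-response confirmation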;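 note: death triggered by thapsigargin at about 15 µM added after 2 h compound pretreatment; cell ATP read after overnight thapsigargin exposure of roughly 18 to 22 hours; normalized against plate controls of thapsigargin alone and 5% DMSO vehicle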
# Large T inhibition: SV40 large T antigen inhibitors, biochemical (AID 1903). SV40 large T antigen ATPase/helicase inhibition assay; higher % means a stronger effect. inhibition, % at 20 µM; hits with a dose series show IC50 in µM. 0.39% of 310,000 active; in the data active = a potency from the dose series; note: strong numbers were not always called active
# GPR35 antagonists: inhibition of zaprinast-stimulated GPR35 beta-arrestin translocation – imaging, U2OS, beta-arrestin-GFP, zaprinast agonist, primary screen (AID 2058) | U2OS GPR35 beta-arrestin-GFP translocation imaging, zaprinast antagonism; higher % means a stronger effect | inhibition, % at 10 µM; hits with a dose series show IC50 in µM | 0.052% of 290,000 active;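 active = inhibition of at least 50% with at least 30 cells and total cytoplasm GFP at most 10,000,000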
# NS5 inhibitors: flavivirus cap methylation enzyme inhibition – biochemical, confirmation dose response, primary screen (AID 588689). one-dose inhibition, % at 25 µM; IC50 in µM for titrated hits. 0.3% of 340,000 active. Dengue-2 NS5 methyltransferase capping enzyme assay, biochemical; higher % means a stronger effect; in the data active = a potency from the dose series
# Salmonella PhoP GFP: PhoP-dependent GFP reporter repression – Salmonella Typhimurium, primary screen (AID 1863); S. Typhimurium PhoP-regulated promoter GFP reporter, 4 h; higher % means a stronger effect; inhibition, % at 50 µM; hits with a dose series show IC50 in µM; 0.16% of 300,000 active;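 active = inhibition over 29.93%, a cutoff 3 SD above the screen mean, later confirmed by dose response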;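 note: 0% = low Mg2+ inducing control and 100% = high Mg2+ repressing control; strong numbers were not always called active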
# MgcRacGAP inhibition: MgcRacGAP GTPase-activating activity inhibitors, confirmation, biochemical, ADP Hunter fluorescence. MgcRacGAP-stimulated Rac1 GTP hydrolysis, ADP Hunter fluorescence; higher % means a stronger effect; GST-tagged Rac1 F28L mutant substrate. inhibition, % at 30 µM; hits with a dose series show IC50 in µM. 0.6% of 340,000 active;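 active = first-screen hits whose inhibition reached a set limit at any dose in the follow-up dose series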;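 note: fluorescence reports GDP produced by GAP-driven GTP hydrolysis; strong numbers were not always called active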
# RSV antiviral HEp-2: inhibition of RSV-induced cytopathic effect – HEp-2 cells, primary 10 µM value included (AID 2391) | HEp-2 cells, RSV-induced CPE inhibition; higher % means a stronger effect | CPE inhibition, % at 10 µM; hits with a dose series show IC50 in µM | 0.13% of 310,000 active; in the data active = a potency from the dose series; note: strong numbers were not always called active
# West Nile virus CPE: inhibition of WNV-induced cytopathic effect – cell-based, CPE readout (AID 1621); West Nile virus-infected cells, CPE inhibition; higher % means a stronger effect; one-dose CPE inhibition, % at 10 µM; IC50 in µM for titrated hits; 0.02% of 290,000 active; in the data active = a potency from the dose series; note: strong numbers were not always called active
# Numbers without * were called inactive; x = not tested or not shown.
SMILES,LYP inhibition,ER stress rescue,Large T inhibition,GPR35 antagonists,NS5 inhibitors,Salmonella PhoP GFP,MgcRacGAP inhibition,RSV antiviral HEp-2,West Nile virus CPE
COc1ccc(C(=O)Nn2cnc3ccccc3c2=O)c(OC)c1,-3%,-1.4%,-4%,-2%,-5%,-1%,2%,-1.3%,x
O=C(NCc1ccncc1)c1cccc(S(=O)(=O)NCc2ccccc2)c1,-14%,x,9%,7%,-7%,-2%,6%,1.9%,0.5%
CC1CC(C)CN(S(=O)(=O)c2ccc3c(c2)oc(=O)n3CC(=O)NCCCOC(C)C)C1 (stereo not drawn),-5%,x,11%,4%,1%,-9%,1%,8.6%,-0.8%
CC(C)CC(NC(N)=O)C(=O)Nc1ccc(Cl)c(Cl)c1 (stereo not drawn),-18%,-0.3%,23%,0%,-4%,-4%,4%,20%,-0.7%
CC(C)OC(=O)CC1C(=O)NCCN1C(=O)COc1ccc(C(C)(C)C)cc1 (stereo not drawn),-8%,x,4%,12%,-10%,-3%,7%,2.6%,-0.5%
COC(=O)C1(CO)NC(c2cccs2)C2C(=O)N(c3ccccc3)C(=O)C21 (stereo not drawn),-1%,-1.5%,-1%,-4%,-11%,0%,2%,1.7%,0.0%
CCOC(=O)C(NC(=O)Cc1ccccc1)(Nc1cc(C)on1)C(F)(F)F (stereo not drawn),-2%,-2.4%,4%,0%,-6%,-2%,5%,0.4%,-0.4%
COc1cccc(NC(=S)N2CCN(c3ccc([N+](=O)[O-])cc3)CC2)c1,-5%,-0.3%,17%,4%,-7%,-10%,11%,19%,-0.4%
CC(C)CCN1C(=O)c2ccc(C(=O)N3CCCCC3)cc2C1=O,x,x,19%,x,-4%,-1%,2%,0.3%,x
N#Cc1cccnc1Nc1cccc(Cl)c1,0%,-3.8%,1%,7%,-4%,-6%,6%,3.1%,0.3%
CCCn1nnnc1-c1cc(Cl)cc(Cl)c1,-11%,-0.5%,2%,10%,-2%,2%,6%,1.2%,-0.5%
COC(=O)N/N=C/c1cc(C)n(-c2ccc(Br)cc2)c1C,-1%,x,6%,4%,-10%,-7%,14%,2.4%,-0.7%
Clc1ccc(-c2nnc(C34CC5CC(CC(C5)C3)C4)o2)cn1,-2%,-1.7%,9%,-12%,-1%,-3%,-2%,-0.1%,0.0%
Cc1ccc(NC(=O)CN2CCCC2)c2c1CC(C)(C)O2,-11%,-0.4%,7%,11%,3%,7%,5%,1.7%,0.0%
NC(=O)N\N=C/C=C/C=C/c1ccc(F)cc1,0%,x,2%,17%,-1%,6%,8%,43%,-0.1%
Cn1c(=O)cc(OCCCC(=O)NCCCN2CCN(Cc3ccccc3)CC2)c2ccccc21,-10%,-0.2%,19%,8%,-3%,-8%,3%,0.6%,0.1%
O=C(c1cccc(F)c1)N1CCN(S(=O)(=O)c2ccc(C(F)(F)F)cc2)CC1,-6%,-0.3%,10%,16%,0%,7%,20%,-0.8%,-0.8%
COC(OC)c1ccc(C#N)c(=O)[nH]1,-7%,x,-6%,2%,-4%,6%,12%,1.2%,0.7%
O=C(OCC(=O)N1CCCc2ccccc21)c1ccc(S(=O)(=O)C(F)F)cc1,x,x,26%,x,3%,-2%,5%,-1.7%,x
Cc1ccc2nc(-c3ccc(F)cc3)nc(SCC(=O)NCC3CCCO3)c2c1 (stereo not drawn),-9%,x,23%,-3%,-9%,1%,4%,1.5%,-0.3%

# Part of the list above, with two lines to a compound.
# Results follow in this order: LYP inhibition	ER stress rescue	Large T inhibition	GPR35 antagonists	NS5 inhibitors	Salmonella PhoP GFP	MgcRacGAP inhibition	RSV antiviral HEp-2	West Nile virus CPE
COc1ccc(C(=O)Nn2cnc3ccccc3c2=O)c(OC)c1
→ -3%	-1.4%	-4%	-2%	-5%	-1%	2%	-1.3%	x
O=C(NCc1ccncc1)c1cccc(S(=O)(=O)NCc2ccccc2)c1
→ -14%	x	9%	7%	-7%	-2%	6%	1.9%	0.5%
CC1CC(C)CN(S(=O)(=O)c2ccc3c(c2)oc(=O)n3CC(=O)NCCCOC(C)C)C1 (stereo not drawn)
→ -5%	x	11%	4%	1%	-9%	1%	8.6%	-0.8%
CC(C)CC(NC(N)=O)C(=O)Nc1ccc(Cl)c(Cl)c1 (stereo not drawn)
→ -18%	-0.3%	23%	0%	-4%	-4%	4%	20%	-0.7%
CC(C)OC(=O)CC1C(=O)NCCN1C(=O)COc1ccc(C(C)(C)C)cc1 (stereo not drawn)
→ -8%	x	4%	12%	-10%	-3%	7%	2.6%	-0.5%

# Continued.
SMILES,LYP inhibition,ER stress rescue,Large T inhibition,GPR35 antagonists,NS5 inhibitors,Salmonella PhoP GFP,MgcRacGAP inhibition,RSV antiviral HEp-2,West Nile virus CPE
COCCN(C(=O)COC(=O)C1CC1)c1c(N)n(Cc2ccccc2)c(=O)[nH]c1=O,x,x,10%,x,3%,1%,1%,-0.5%,x
CCCCCN1CC(=O)N2Cc3[nH]c4ccccc4c3C[C@H]2C1=O,-6%,x,1%,4%,-5%,14%,6%,2.0%,-0.8%
Cc1ccc2oc(=O)cc(CN3CCN(C/C=C/c4ccccc4)CC3)c2c1,-7%,x,6%,-3%,7%,-8%,-7%,-1.4%,-0.4%
CCN1C(=O)/C(=C/c2cc(C)n(C)c2C)SC1=Nc1ccc(OC)cc1,2%,-1.0%,5%,20%,-12%,-8%,11%,0.2%,1.3%
CN(c1ccccc1C(=O)N1CCN(Cc2ccc3c(c2)OCO3)CC1)S(C)(=O)=O,-5%,-1.6%,5%,-7%,-13%,-11%,0%,1.5%,-0.6%
CCOC(=O)c1nnn(CC(=O)Nc2cccc(Cl)c2C)c1C(=O)OCC,-7%,-1.9%,0%,-6%,-9%,-14%,2%,0.4%,-0.2%
CCOC(=O)N/N=C/c1ccccc1OCc1ccc(Cl)cc1,-4%,-0.3%,6%,20%,1%,-2%,7%,2.0%,-0.8%
COc1cc(OC)nc(NC(=O)C(C)C)n1,-12%,-0.3%,6%,10%,-2%,2%,6%,0.9%,0.5%
COc1ccc(CC(=O)Oc2ccccc2Cl)cc1S(=O)(=O)N1CCOCC1,x,x,14%,x,-2%,1%,5%,-2.1%,x
CC(=O)Nc1ccc(SCC(=O)Nc2cc(C(C)(C)C)nn2-c2ccccc2)cc1,-2%,-2.5%,-1%,8%,-1%,6%,3%,1.4%,-1.4%
Cc1cccc(C2c3[nH]c4ccccc4c3CCN2C(=O)c2cc3c([nH]c2=O)CCCC3)n1 (stereo not drawn),0%,2.8%,3%,21%,-13%,2%,5%,4.0%,-0.8%
NS(=O)(=O)c1ccc(CNC(=O)c2cc(=O)c3ccccc3o2)cc1,-9%,x,6%,8%,-6%,3%,6%,0.1%,0.0%
COc1ccc(/C=N/NC(=O)c2[nH]c(C)c(C(=O)N/N=C/c3ccc(OC)cc3)c2C)cc1,1%,-0.8%,13%,-3%,-4%,20%,1%,2.6%,-0.1%
COc1ccc(C(=O)Nc2ccccc2C(=O)NC(Cc2ccc(O)cc2)C(=O)NNC(=O)c2ccccc2Cl)cc1 (stereo not drawn),0%,-1.4%,10%,2%,5%,-9%,8%,1.2%,-0.4%
COc1ccc(NC(=O)CSc2nnc(Cn3cnc([N+](=O)[O-])n3)n2C)cc1,-8%,0.9%,28%,2%,-3%,-6%,12%,2.8%,-0.2%
CS(=O)(=O)N(CC(=O)N1CCc2ccccc2C1)Cc1ccccc1,-4%,-0.7%,2%,-1%,-3%,3%,2%,-0.4%,-0.1%
O=S(=O)(Nc1cccnc1)c1ccc(Cl)c(C(F)(F)F)c1,-7%,8.1%,1%,-2%,-5%,-3%,1%,0.2%,1.2%
O=C(NCc1ccccc1Cl)C1CC(=O)N(Cc2ccccc2)C1 (stereo not drawn),-1%,1.6%,5%,0%,7%,-3%,4%,-0.6%,-0.4%
Cc1ccc2[nH]c3c(=O)n(Cc4ccncc4)cnc3c2c1,1%,0.1%,6%,5%,0%,8%,11%,0.2%,0.3%
CCN(CC)C(=O)c1sc(NC(=O)Cc2ccc(OC)cc2)c(C#N)c1C,-8%,-1.2%,21%,-4%,-3%,-13%,9%,x,-0.4%
COc1ccc(-c2nnc(CSc3nnc(-c4ccncc4)n3C3CCCCC3)o2)cc1OC,3%,-1.0%,12%,0%,-3%,-4%,12%,-0.8%,0.2%
CCCN1CCN(C(=O)Cn2c(=O)oc3cc(S(=O)(=O)NCc4ccccc4)ccc32)CC1,0%,x,0%,4%,-2%,-4%,8%,1.3%,-0.4%
CCN(CC(=O)Nc1ccccc1OC)C(=O)CSCc1c(C)noc1C,-6%,x,8%,-5%,-2%,2%,7%,1.2%,-0.8%
COc1cc(SC)ccc1C(=O)NCCNC(=O)c1nonc1N,-6%,x,6%,7%,-5%,-2%,5%,1.0%,0.0%
CCC(C)[C@H](N)c1cn([C@@H](Cc2cc3ccccc3[nH]2)C(=O)N2CCNCC2)nn1 (stereo partly drawn),-25%,0.7%,-2%,-7%,-4%,-9%,11%,-2.1%,0.0%
Cc1cc(C)cc(NC(=O)CN2CCN(CCN=CC3=C(O)CC(c4ccc(Cl)cc4)CC3=O)CC2)c1 (stereo not drawn),1%,0.5%,5%,15%,-12%,8%,9%,3.7%,-0.6%
COc1ccc(NC(=S)N2CCN(C(=O)C3CCCO3)CC2)c(OC)c1 (stereo not drawn),-9%,-5.3%,7%,-4%,-2%,-16%,12%,0.6%,-0.1%
CC(=O)Nc1cccc(NC(=O)Cc2cccs2)c1,-7%,x,9%,-11%,1%,1%,0%,1.2%,-0.5%
CC(C(N)=O)N1C(=O)c2cccc3cccc1c23 (stereo not drawn),-8%,1.3%,17%,3%,-2%,7%,9%,2.1%,0.1%
Oc1ccc(-c2onc3ccc(Cl)cc23)cc1,-5%,-0.9%,30%,10%,26%,17%,31%,10%,0.2%
Cc1ccc(C(C)C)c(OCC(=O)Nc2ccc(N3CCN(S(C)(=O)=O)CC3)cc2)c1,-8%,1.2%,0%,8%,-1%,9%,7%,-0.7%,-0.3%
CCc1nnc(NC(=O)c2cccc(S(=O)(=O)N(C)c3ccccc3)c2)s1,2%,1.6%,1%,10%,-7%,-7%,4%,3.4%,x
O=C(O)CC1(CC(=O)N2CCC(C(=O)O)CC2)CCCC1,-3%,x,3%,2%,-7%,14%,0%,0.0%,0.3%
C=CCC(C)(NCc1ccccc1)c1ccc(C)cc1 (stereo not drawn),-5%,-1.1%,12%,-1%,-3%,-1%,5%,1.0%,-0.3%
COc1cccc(C(=O)NC(C)CCc2ccccc2)c1 (stereo not drawn),-6%,x,5%,4%,3%,2%,-4%,0.7%,-0.6%
Cc1cccc(C)c1OCC(O)CNS(=O)(=O)c1ccccc1C(=O)N1CCOCC1 (stereo not drawn),-9%,-0.5%,9%,2%,-6%,-3%,1%,x,0.2%
CCOc1ccc(CCNC(=O)CN2C(=O)NC3(CCCCC3)C2=O)cc1OCC,x,x,12%,x,-4%,-1%,6%,-2.8%,x
O=C(CCSCCC(=O)NCCN1CCOCC1)NCCN1CCOCC1,-5%,-0.5%,-2%,4%,5%,3%,5%,0.0%,-0.2%
O=C(CSc1nc2ccccc2s1)Nc1ncccn1,-3%,1.2%,3%,2%,-5%,-15%,6%,1.2%,0.9%
COc1ccc(C(=O)Nc2c3c(nn2-c2ccc(Cl)cc2)CS(=O)(=O)C3)cc1,-3%,x,15%,8%,-5%,-2%,0%,0.8%,-0.3%
